TNAP inh pNP: human TNAP enzyme inhibitors, primary screen, biochemical, colorimetric, p-nitrophenol readout; Alkaline phosphatase, tissue-nonspecific isozyme (Homo sapiens), P05186; purified TNAP, pNPP hydrolysis, absorbance 405 nm; 21,000 tested, under 10 active; AID 615, 2007; inhibition, % at 20 µM;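 note: 0% = DMSO only wells and 100% = 1 mM levamisole wells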
Target sequence (P05186 whole entry, looked up): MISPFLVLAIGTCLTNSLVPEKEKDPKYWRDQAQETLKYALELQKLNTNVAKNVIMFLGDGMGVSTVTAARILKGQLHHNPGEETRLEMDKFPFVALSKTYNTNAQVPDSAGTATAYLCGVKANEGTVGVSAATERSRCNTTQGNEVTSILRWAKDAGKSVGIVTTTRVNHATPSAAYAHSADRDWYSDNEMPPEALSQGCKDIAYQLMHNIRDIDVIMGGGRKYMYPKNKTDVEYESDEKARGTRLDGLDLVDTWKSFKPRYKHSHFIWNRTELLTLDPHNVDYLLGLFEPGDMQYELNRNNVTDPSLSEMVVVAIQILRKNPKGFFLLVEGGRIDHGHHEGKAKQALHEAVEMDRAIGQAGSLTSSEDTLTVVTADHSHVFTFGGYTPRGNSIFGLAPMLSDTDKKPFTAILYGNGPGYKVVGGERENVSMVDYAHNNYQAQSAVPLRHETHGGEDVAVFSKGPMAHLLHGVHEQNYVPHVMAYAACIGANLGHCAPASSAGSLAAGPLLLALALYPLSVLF
TNAP Pi inh: human TNAP enzyme inhibitors, primary screen, biochemical, colorimetric, phosphate release readout. Alkaline phosphatase, tissue-nonspecific isozyme (Homo sapiens), P05186. purified TNAP, pNPP, malachite green phosphate absorbance. inhibition, % at 20 µM. 21,000 tested, under 10 active
Numbers without * were called inactive.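 Rule for the calls: active = inhibition above 50% at the 20 µM single-dose screen; inactive = the rest.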

SMILES	TNAP inh pNP	TNAP Pi inh
O=C(CSc1nnnn1-c1ccccc1)Nc1ncc2c(n1)CC(c1ccco1)CC2=O (stereo not given)	0	19
O=C(Nc1ccc2nc(-c3ccco3)[nH]c2c1)c1cccs1	4	17
COc1cc2sc(C)nc2c2sccc12	6	5
c1ccc(Oc2nc(NCc3ccco3)nc(NCc3ccco3)n2)cc1	4	3
CCOc1ccc(C(C)(C)C)cc1S(=O)(=O)N1CCOCC1	3	8
CCCC(=O)Nc1nn(C)c2nc3c(C)cccc3cc12	6	11
Cc1ccc(C)n1-n1c(C)nc2scc(-c3cccs3)c2c1=O	6	-7
COc1ccc2[nH]cc(C(=O)CN3CCCCC3)c2c1	4	-2
CC(=O)c1c(C(C)=O)c(C)n(NC(=O)c2cccnc2)c1C	0	0
CC1(C)Cc2cccc(OCC(=O)N3CCN(S(=O)(=O)c4ccccc4F)CC3)c2O1	4	11
CC1CCN(CCc2nc3cc(NC(=O)Nc4ccccc4)ccc3n2C)CC1	3	8
O=C(NC12CCC(O)C(SC1)/C2=N/O)c1ccccc1 (stereo not given)	-5	5
COC(=O)C1C(=O)c2c(n[nH]c2C)CC1(C)C (stereo not given)	0	0
Cc1ccc(CN(c2ccc(C(=O)N3CCCC3)cc2)S(C)(=O)=O)cc1	1	4
COc1ccc(NC(=O)CSc2nnc(-c3ccoc3C)n2CCc2ccccc2)cc1	-8	-3
COC(=O)[C@@H](N)Cc1ccc(O)cc1	2	3
CC1(C)Oc2ccc(C(=O)NC3CCCC3)cc2N(CC(=O)N2CCOCC2)C1=O	6	18
CCOC(=O)C1=C(SCC(=O)Nc2ccccc2)NC(=O)C(C#N)C12CCCCC2 (stereo not given)	3	-4
O=C(OCC(=O)N1CCN(C(=O)c2ccco2)CC1)c1ccc(S(=O)(=O)N2CCCCC2)cc1	2	9
Cn1c(SCc2cccc(C(F)(F)F)c2)nnc1-c1ccco1	1	3
CC(C)(C)n1nnnc1C(c1cc2cc3c(cc2[nH]c1=O)OCCO3)N1CCSCC1 (stereo not given)	2	9
COc1ccc2c(c1)c(=O)oc1c(C)c3occ(C)c3cc12	1	9
Cc1cc2c(c(=O)n1Cc1ccco1)C(c1cccnc1)C(C#N)=C(N)O2 (stereo not given)	6	2
CN(CCc1ccccn1)C(=O)c1nn2c(C(F)(F)F)cc(-c3ccco3)nc2c1Cl	0	2
Cc1cc(S(=O)(=O)NCc2cccnc2)ccc1-n1cnnn1	3	18
O=C(c1ccncc1)N1C2C=CC(C2)C1(C(F)(F)F)C(F)(F)F (stereo not given)	-11	-5
CCCCS(=O)(=O)Nc1ccc(C(=O)NCC2CCCO2)cc1 (stereo not given)	1	11
CCCNC(=O)NS(=O)(=O)c1ccc(Cl)cc1	6	-4
COc1cccc(C(=O)N2CCN(S(=O)(=O)Cc3ccccc3)CC2)c1OC	6	10
O=C(Cc1cn2ccsc2n1)Nc1nc2c(s1)CN(Cc1ccccc1)CC2	3	15
c1ccc(-c2noc(-c3ccc4c(c3)OCO4)n2)nc1	7	13
COc1ccc(CC(=O)N(Cc2cc3cc(OC)ccc3[nH]c2=O)C(C)C)cc1	3	5
COc1cc(-c2nc(-c3ccc(-c4ccccc4)nc3OC)no2)cc(OC)c1OC	-2	8
NCCCCCc1nnc(SCC(=O)c2ccc(Cl)cc2)o1	7	17
O=C1c2ccccc2C(=O)N1CCn1nc(Cl)nc1Cl	1	7
Cc1ccc(NC(=O)c2cc(NC(=O)C3CC=CCC3C(=O)O)ccc2N2CCOCC2)cc1 (stereo not given)	2	1
CC(=O)NCC(=O)OCC(=O)Nc1ccc(C(C)=O)cc1	5	15
O=C(c1ccc2c(c1)OCO2)N1CCCC(c2ccccc2)C1 (stereo not given)	1	6
O=S(=O)(N1CCCCC1)N1CCN(c2ccc(F)cc2)CC1	4	7
CCCS(=O)(=O)N1CCN(CCCc2ccccc2)CC1	6	7
COc1cc(NC(=O)CN2C(=O)NC(C)(CC(C)C)C2=O)cc(OC)c1 (stereo not given)	6	-9
O=C1Nc2ccccc2C12Nc1ccccc1S2 (stereo not given)	2	-22
CCCCNC(=O)c1cccc(C(=O)NCCCC)c1	4	11
Cc1ccc(C(C(=O)NCc2ccc(F)cc2)N(C(=O)c2csnn2)C2CC2)o1 (stereo not given)	-3	8
Cc1nn(CC(=O)Nc2ccc(C(=O)N(C)C)cc2)c(=O)c2ccccc12	1	-1
CCCOc1ccc(N2CC(C(=O)Nc3ccccc3F)CC2=O)cc1 (stereo not given)	1	7
c1ccc(-c2csc(-n3cnnn3)n2)cc1	5	8
c1ccc(-n2ncc3c(NCCCN4CCOCC4)ncnc32)cc1	6	9
N#Cc1nc(COc2ccc(-c3ccccc3)cc2)oc1NCCCN1CCOCC1	4	8
O=C(Nc1ccc(N2CCOCC2)c(Cl)c1)c1ccco1	2	16
CC(=O)N1CC2(C)CN(C(C)=O)CC(C)(C1)C2	5	6
CCOC(=O)CNC(=O)c1sc2nc(C)cc(C)c2c1N	5	8
CN1CCC2(CC1)C1CN(C)CC=C1C(C#N)=C(N)C2(C#N)C#N (stereo not given)	-5	-3
O=C(NCCCNC(=O)C(F)(F)C(F)F)C(F)(F)C(F)F	9	10
CC(=O)c1cc(OC(=O)c2ccncc2)ccc1OC(=O)c1ccncc1	5	6
CCN(CC)C(=O)C1CCN(Cc2cccc(OCc3ccccc3)c2)CC1	4	9
O=C(CN1C(=O)COc2ccccc21)NCc1ccc(C(=O)O)cc1	2	15
C=CCNc1ncnc2c1cnn2-c1ccc(OC)cc1	4	7
N#C/C(=C\N1CCN(Cc2ccc3c(c2)OCO3)CC1)c1nc2ccccc2s1	3	10
CC(C)N(Cc1nc(-c2ccccc2)no1)C(=O)CN(C)S(=O)(=O)c1ccccc1	0	0

Next section.
SMILES	TNAP inh pNP	TNAP Pi inh
CCOc1ccc(OCCSc2nnnn2C2CCCCC2)cc1	0	2
CC1CN(C(=O)N[C@@H](Cc2ccccc2)C(=O)O)CC(C)O1 (stereo not given in full)	-8	-3
CC(=O)Oc1ccc(C(=O)O)cc1OC(C)=O	2	7
CN(C)c1ccccc1C(=O)c1ccccc1N(C)C	1	15
O=C(CSc1nnc(-c2ccncc2)n1C1CCCCC1)Nc1cccc(O)c1	4	9
CCCCC(=O)Nc1cccc(-c2nnc(-c3ccccc3)o2)c1	0	0
COc1c(O)ccc2cnn(-c3ccccc3C)c(=O)c12	-4	-3
O=C(c1ccccc1)N1CCN(S(=O)(=O)N2CCCCC2)CC1	-3	-1
C1CCC(Nc2nnnn2C2CCCCC2)CC1	10	-4
CC(C)CCNc1nc2c(cc1C#N)COC(C)(C)C2	5	10
COc1ccc(C(=O)Nc2ccc(S(=O)(=O)Nc3onc(C)c3C)cc2)cc1OC	-6	0
C=C(C)c1ccc(C(C)(C)NC(=O)NCc2ccco2)cc1	-1	3
C=CCNC(NC(=O)c1ccccc1)(C(=O)OCC)C(F)(F)F (stereo not given)	7	3
COc1ccc(-c2oc3ncnc(NCCCN4CCOCC4)c3c2-c2ccc(OC)cc2)cc1	5	2
COC(=O)c1cc2c(cc1Cl)SC(=NCCCN1CCOCC1)NS2(=O)=O	-6	-7
C=CCNC(=O)c1c(N)n(-c2cccc(S(N)(=O)=O)c2)c2nc3ccccc3nc12	-2	8
CCc1oc2ccccc2c1C(=O)c1cc(Br)c(O)c(Br)c1	6	8
COc1ccc(-c2cc(-c3ccc(OC)cc3)[nH]n2)cc1	1	13
N#Cc1nc(-c2ccc(Cl)cc2)oc1NCc1ccco1	0	-6
c1ccc(CSc2nnc(-c3ccco3)n2Cc2ccccc2)cc1	4	-3
CCc1ccc2c(c1)c1nc(C)sc1n2CC	1	-3
OCCOc1ccc(C2=NCCO2)cc1	1	9
Cc1onc(-c2ccccc2Cl)c1C(=O)Nc1sc2c(c1C#N)CCC2	2	9
CC1(c2ccc3noc(-c4ccccc4)c3c2)OCCO1	4	12
CC(NC(=O)c1ccc(=O)oc1)c1ccccc1 (stereo not given)	6	8
Cc1c(NC(=O)c2c(F)c(F)c(F)c(F)c2F)c(=O)n(-c2ccccc2)n1C	0	7
CSc1ccccc1C(=O)Nc1cccc(N(C)S(C)(=O)=O)c1	0	0
CCOc1ccc(Br)cc1CC(=O)O	0	-3
COc1ccccc1CN1CCN(C(CC(C)C)c2nnnn2Cc2cccs2)CC1 (stereo not given)	0	5
OC1(c2cn(Cc3ccccc3)nn2)CCCCC1	5	10
CCN1CCn2c1nc(N1CCCCC1)nc2=O	-2	7
Cc1nc2nc(SCC(=O)C(C)(C)C)[nH]c2cc1Br	9	6
c1ccc(N2CCN(Cc3nnnn3C3CCCCC3)CC2)cc1	5	-4
CCOc1cc(C2Nc3ccccc3C(=O)N2c2ccccc2OC)ccc1O (stereo not given)	3	6
N#CC1(P(=O)(c2ccccc2)c2ccccc2)CC1	-2	4
CCOC(=O)C1CCCN(C2CC(=O)N(c3ccc(C)c(C)c3)C2=O)C1 (stereo not given)	2	6
CCOC(=O)C1=C(C)NC(=O)NC1c1ccc(OC(C)C(=O)O)c(OC)c1 (stereo not given)	2	15
Cn1c(=O)c2c(ncn2CCCNC2=CC(C)(C)CC(=O)C2)n(C)c1=O	5	12
COc1ccc(-c2cc(=O)[nH]c(NCc3ccccc3)n2)cc1	3	12
CCCCn1ccc(=O)c2c(C(F)(F)F)nccc21	8	-7

Some of these compounds in order of their number in TNAP Pi inh, lowest first:
SMILES	TNAP inh pNP	TNAP Pi inh
C1CCC(Nc2nnnn2C2CCCCC2)CC1	10	-4
C=CCNC(=O)c1c(N)n(-c2cccc(S(N)(=O)=O)c2)c2nc3ccccc3nc12	-2	8
CCOC(=O)C1=C(C)NC(=O)NC1c1ccc(OC(C)C(=O)O)c(OC)c1 (stereo not given)	2	15

The listing picks up, starting 5 compounds before the break.
SMILES	TNAP inh pNP	TNAP Pi inh
CCOC(=O)C1CCCN(C2CC(=O)N(c3ccc(C)c(C)c3)C2=O)C1 (stereo not given)	2	6
CCOC(=O)C1=C(C)NC(=O)NC1c1ccc(OC(C)C(=O)O)c(OC)c1 (stereo not given)	2	15
Cn1c(=O)c2c(ncn2CCCNC2=CC(C)(C)CC(=O)C2)n(C)c1=O	5	12
COc1ccc(-c2cc(=O)[nH]c(NCc3ccccc3)n2)cc1	3	12
CCCCn1ccc(=O)c2c(C(F)(F)F)nccc21	8	-7
O=C(NCCCn1ccnc1)c1cccnc1	2	10
C=CCn1c(SCC(=O)NC(=O)NCc2ccco2)nc2sc(CC)cc2c1=O	-1	5
O=C(C1CCCO1)N1CCN(S(=O)(=O)c2cccc3nsnc23)CC1 (stereo not given)	0	6
COc1ccc(N(CC(=O)NC2CCCC2)C(=O)c2ccc(N3CCCCC3)nc2)cc1	1	14
CC1(C)CC(=O)C2=C(C1)NCN(Cc1ccc3c(c1)OCO3)C2	-2	5
O=c1/c(=C\c2cccn2-c2ccccc2)sc2nc3ccccc3n12	2	-12
Cc1sc2ncnc(NCc3ccco3)c2c1C	5	7
COc1ccc(OC)c(C2C3=C(N=C4SCC(=O)N42)c2ccccc2CC3)c1 (stereo not given)	0	1
Cc1ccc(NC(=O)CSc2nccc(=O)[nH]2)c(S(=O)(=O)N2CCOCC2)c1	-1	7
O=C(Oc1ccc(-c2cn3c(n2)SCC3)cc1)c1ccccc1	-2	1
c1coc(CNc2nc(N3CCCCC3)nc3ccccc23)c1	-5	8
C=CCn1nnnc1SCC(=O)Nc1ccccc1C(=O)OC	2	6
Clc1ccc(Sc2oc(/C=N/n3cnnc3)cc2Br)cc1	5	8
COc1ccccc1NC(=O)N(CCN(C)C)Cc1cc2cc(C)ccc2[nH]c1=O	5	11
CNc1oc(-c2ccc(OCc3ccccc3)cc2)nc1C#N	6	10
CC1(C)CN=C(N2CCN(C3=NCC(C)(C)S3)CC2)S1	-10	0
COC(=O)[C@@H](NC(=O)Nc1ccc(OC)cc1)C(C)C	-16	0
COc1ccc(CNc2oc(COc3ccc(Cl)cc3)nc2C#N)cc1	5	12
COc1ccc(S(=O)(=O)N2CCCC(C(=O)NCc3ccco3)C2)cc1Cl (stereo not given)	0	7
Cc1ccsc1C(=O)OCC(=O)Nc1sccc1C(N)=O	5	10

One compound at a time (already shown). Order of values: TNAP inh pNP	TNAP Pi inh
Clc1ccc(Sc2oc(/C=N/n3cnnc3)cc2Br)cc1 in the list: 5	8
O=C(C1CCCO1)N1CCN(S(=O)(=O)c2cccc3nsnc23)CC1 (stereo not given) in the list: 0	6
CC1(C)CC(=O)C2=C(C1)NCN(Cc1ccc3c(c1)OCO3)C2 in the list: -2	5
CC(=O)N1CC2(C)CN(C(C)=O)CC(C)(C1)C2 in the list: 5	6
O=C(c1ccccc1)N1CCN(S(=O)(=O)N2CCCCC2)CC1 in the list: -3	-1

Further structures.
SMILES	TNAP inh pNP	TNAP Pi inh
COc1cc(C(=O)N2CCN(Cc3ccccc3C(F)(F)F)CC2)cc(OC)c1OC	8	11
COc1ccc(NCc2nnc(SCC(=O)N3CCCc4ccccc43)o2)cc1	4	-1
S=c1nc(C2CCCCC2)[nH][nH]1	2	5
COC(=O)c1cc2c(=O)n3ccccc3nc2n(Cc2cccnc2)c1=N	4	18
Cc1nn(-c2ccccc2)c2c1C1(C(=O)Nc3ccccc31)N1C(=N2)Sc2ccccc21 (stereo not given)	-8	-9
c1ccc(CNn2c(N3CCOCC3)nc3ccccc32)cc1	2	10
COc1ccc(NC(=O)Nc2ccccc2C(=O)N2CCCC2)cc1	1	7
O=C1NCCN1C(=O)N(c1ccccc1)c1ccccc1	1	9
COc1ccccc1NC(=O)CSc1nnc(-c2ccco2)o1	4	6
CCn1cc(C(=O)NCCc2ccccc2)c(=O)c2cc(F)c(N3CCN(C)CC3)cc21	4	12
COc1ccc(-c2cc(-c3cc(F)ccc3O)[nH]n2)cc1OC	3	-10
CCOC(=O)c1c(-c2ccc(C)o2)csc1N	7	10
CCCc1nc(NC2CCCCC2)c(C#N)c2c1COC(C)(C)C2	-13	-14

Only part of the results is shown (hit frequency here may not be typical).
